Compound activity from PubChem.
PLAP inhibition – PLAP enzyme inhibitors, biochemical, luminescence, HTS (AID 690); purified PLAP, luminescent substrate; higher % means a stronger effect; inhibition, % at 20 µM; hits with a dose series show IC50 in µM; 0.08% of 96,000 active; in the data active = a potency from the dose series; inactive = the rest, 99 in 100 with inhibition below about 30%; note: strong numbers were not always called active
Bcl-B TR3 displacers – displacers of TR3 peptide from Bcl-B, primary screen, selectivity assay for Bfl-1 inhibitor project, biochemical, fluorescence polarization. FP displacement of FITC-TR3 peptide from Bcl-B; higher % means a stronger effect. AID 748. one-dose displacement, % at 20 µM; IC50 in µM for titrated hits. 0.11% of 96,000 active;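 active = displacement above 50% at 20 µM plus a fluorescence interference ratio under 1.5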;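 note: plate controls were wells without compound for no effect and wells lacking Bcl-B protein for full effect; a part of the inactive calls stands beside numbers as strong as those of hits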
NFkB transloc pot – enhances IL-1B driven NFkB nuclear translocation; HUVEC IL-1B NFkB p65 nuclear translocation imaging; activation, % at 2 µM; 0.3% of 94,000 active;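 active = activation above 40%, about the mean plus 3 SD, also judged a hit on visual image review; inconclusive = activation above 40% but not a hit on visual review; inactive = activation not above 40% and no visual hit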;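 note: percent activation is computed from the nuclear over cytoplasmic p65 intensity ratio; values of inactives mirror those of a sister screen read the other way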
IL1B NFkB inh – blocks IL-1B driven NFkB nuclear translocation in HUVEC cells. HUVEC IL-1B NFkB p65 nuclear translocation imaging. inhibition, % at 2 µM. 0.43% of 94,000 active;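 active = inhibition above about 30% together with a positive call from visual inspection of the well image, limit read from the data; inconclusive = inhibition above a set limit but visual check negative; inactive = inhibition not above a set limit, visual check negative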;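 note: nuclear over cytoplasmic p65 intensity ratio measured by imaging; 0% = IL-1B stimulated DMSO wells and 100% = unstimulated DMSO wells; values of inactives mirror those of a sister screen read the other way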
MRP reversal – compounds reversing MRP-mediated drug resistance. AID 602. differential viability (reversal), % at 10 µM. H69AR cells + 2 uM doxorubicin, CellTiter-Glo, 72 h. 0.04% of 85,000 active;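 active = viability drop by adding the cancer drug above about 55%, with treated viability meeting a 40% cutoff, limit read from the data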;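 note: viability without doxorubicin minus viability with 2 µM doxorubicin for each compound; larger differential means the compound sensitizes cells more to doxorubicin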
MRP reversal cytotoxicity – second read-out of MRP reversal, no call of its own (marks repeat the call); viability, %; H69AR cells, CellTiter-Glo, 72 h; measured here: cytotoxicity without doxorubicin
MRP reversal with doxorubicin – also measured in MRP reversal; calls as there; viability, %; measured here: viability with 2 uM doxorubicin; active compounds read low
IL1B NFkB inh cell count 2 µM – also measured in IL1B NFkB inh; calls as there; cell count; measured here: cells passing quality filter;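 raw number of nuclei counted in each imaged well without normalization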
NFkB transloc pot cell count 2 µM – further read-out of NFkB transloc pot, marked with its call; cell count; measured here: cells passing quality filter
Starred values were filed as active, the others as inactive; ? = inconclusive; / = no result given. A portion of the library, so the mix of outcomes need not match the whole.

SMILES	PLAP inhibition	Bcl-B TR3 displacers	NFkB transloc pot	NFkB transloc pot cell count 2 µM	IL1B NFkB inh	IL1B NFkB inh cell count 2 µM	MRP reversal	MRP reversal cytotoxicity	MRP reversal with doxorubicin
O=S(=O)(c1ccccc1)N1c2cc(Cl)ccc2Oc2nc3ccccc3nc21	/	/	7	150	-6	150	-4	84	88
Brc1ccc2ncnc(NCc3ccccc3)c2c1	26%	11%	-9	121	9	121	1	70	70
COc1ccc(-n2c(=O)c3c4c(sc3n3c(C)nnc23)CCCC4)cc1	/	/	17	122	-17	122	6	93	86
COC(=O)c1cn(NC(=O)C2CCC(C)CC2)c(=O)c2ccccc12 (stereo not drawn)	6%	-5%	-10	180	10	180	/	/	/
O=C(CN1CCN(CC(=O)Nc2ccccc2Cl)CC1)Nc1ccc2c(c1)OCCO2	-27%	-1%	-1	134	1	134	-12	41	53
Cc1cccc(NC(=O)C2CCN(S(=O)(=O)c3cccc4nsnc34)CC2)n1	-7%	-3%	12	178	-12	178	-5	75	81
COC(=O)C1C2C=CC(C3CC23)C1C(=O)OCC(=O)c1ccc(OC)cc1 (stereo not drawn)	-53%	-2%	23	143	-23	143	/	/	/
Cc1cc(=O)oc2cc(OCC3CC(c4ccccc4)=NO3)ccc12 (stereo not drawn)	31%	-5%	6	157	-6	157	-29	24	52
CCOCc1nnc(NC(=O)c2ccco2)s1	12%	7%	-4	99	4	99	-2	101	103
CC1=C(C(=O)OC(C)C)C(C)NC(=O)N1 (stereo not drawn)	7%	-2%	-4	90	4	90	-6	90	96
CCCCCOC(=O)NCCOC(=O)Nc1ccc(C(=O)OCC)cc1	-14%	-9%	-5	110	5	110	-2	84	86
O=C(CCc1ccccc1)NNC(=O)c1ccco1	-40%	11%	0	146	0	146	/	/	/
CC(C)(C)c1ccc(-c2nnc(SCC(=O)O)n2N)cc1	-6%	-5%	/	/	/	/	-2	88	90
CCOC(=O)c1c(C)n(C)c2ccc(O)c(CN3CCCCC3)c12	-4%	-3%	-1	144	1	144	4	60	57
CC(=O)c1ccc(OCC(=O)NC2CCS(=O)(=O)C2)cc1 (stereo not drawn)	2%	4%	8	115	-8	115	-5	98	103
C=CCn1c(SCC(=O)NC(=O)NCc2ccco2)nc2sc(C)c(C)c2c1=O	12%	-43%	5	197	-5	197	-10	11	21
Cc1ccc(-c2noc(CCC(=O)N3CCCC3)n2)cc1	-41%	-2%	-1	128	1	128	8	92	84
Cc1ccc(/C=N/NC(=O)CCCOc2ccc(Cl)cc2Cl)cc1[N+](=O)[O-]	-9%	-2%	8	140	-8	140	/	/	/
O=C(Nc1cccnc1)c1ccccc1F	16%	-1%	-2	107	2	107	7	96	89
CC(C)CCNS(=O)(=O)c1ccc(-c2ccc(S(=O)(=O)NCCC(C)C)cc2)cc1	20%	-9%	13	205	-13	205	-11	100	112
COc1ccc(OC)c(-n2c(=S)[nH]c3cc(C(=O)NCCCN4CCCC4=O)ccc3c2=O)c1	-7%	2%	1	126	-1	126	-7	88	95
Cc1ccc(C2(C)NC(=O)N(CCOc3ccccc3)C2=O)cc1 (stereo not drawn)	9%	-14%	8	164	-8	164	-6	89	96
COc1ccc(-c2cc(C(F)(F)F)nc(N3CCCCCC3)n2)cc1	7%	-14%	-8	97	8	97	/	/	/
COc1ccc(NC(=S)NNC(=O)OC(C)(C)C)cc1OC	-148%	0%	8	87	-8	87	0	92	92
N#CC1(Cc2ccc(Cl)cc2)c2ccccc2C=CN1C(=O)c1ccccc1 (stereo not drawn)	-8%	6%	-27	157	27	157	/	/	/
COc1ccccc1NC(=O)N1CCCC1C(=O)NCc1ccc(F)cc1 (stereo not drawn)	-6%	-3%	8	93	-8	93	/	/	/
Cc1cc(=O)oc(C)c1C(=O)NCCN1CCOCC1	-4%	-6%	/	/	/	/	-8	95	103
CCc1ccc2c(CN3CCN(S(=O)(=O)c4ccc5c(c4)OCCO5)CC3)cc(=O)oc2c1	-57%	-9%	4	160	-4	160	9	82	73
O=C(Nc1ccccc1)N1CCOCC1	-5%	-6%	-13	158	13	158	1	108	108
CSc1ncc(Cl)c(C(=O)Nc2nnc(SC/C=C/c3ccccc3)s2)n1	-134%	7%	-19	129	19	129	3	93	89
O=C(CNS(=O)(=O)c1ccccc1)NCc1ccccn1	-6%	0%	4	119	-4	119	11	107	96
CC1(C)CC(O)(CNCc2ccc3c(c2)OCO3)CCO1 (stereo not drawn)	-9%	-6%	-5	155	5	155	1	86	85
CCOC1=NC(C(=O)O)c2ccccc2/C(=C(/C)Cl)N1 (stereo not drawn)	14%	10%	-7	109	7	109	12	92	80
Cc1ccc(C(=O)Nc2cccnc2)cc1NC(=O)c1ccco1	12%	3%	6	190	-6	190	-7	89	96
O=C(CCc1nc2ccccc2c(=O)[nH]1)NCc1cccc(Cl)c1	-8%	-14%	7	164	-7	164	-19	79	99
Cn1c(SCC(=O)c2ccccc2)nnc1-c1ccc(O)cc1	0%	5%	9	188	-9	188	-24	71	96
CCOC(=O)/C=C(\C)Nc1cc(C)nn1-c1ccccc1	13%	4%	/	/	/	/	14	101	87
Cc1cc(C=C2C(=O)c3ccccc3C2=O)c(C)n1-c1ccccc1	16%	0%	-5	114	5	114	/	/	/
Cc1ccc(S(=O)(=O)c2cc3c(=O)n4ccccc4nc3n(Cc3ccco3)c2=N)cc1	-46%	18%	1	157	-1	157	-14	73	88
CNC(=O)CC(=O)Nc1ccccc1C(=O)O	3%	-10%	7	148	-7	148	-2	93	96
Cc1cc(=O)oc(C)c1C(=O)N1CCCc2ccccc21	5%	-8%	12	161	-12	161	16	99	83
COCCCNC(=O)CC(NS(=O)(=O)c1ccc(C)cc1)c1ccco1 (stereo not drawn)	-8%	-2%	-8	96	8	96	-20	85	105
CC1CCC(NC(=O)c2cc3c(=O)n(C)c4ccccc4c3n2C)CC1 (stereo not drawn)	-40%	-14%	-2	40	2	40	1	29	28
NC(=O)C1(S(=O)(=O)c2ccccc2)CCCCC1	-15%	-5%	5	139	-5	139	11	90	80
CC(C)CSc1nc(N2CCOCC2)c2c(c1C#N)CC(C)(C)SC2	-22%	-11%	3	137	-3	137	4	64	60
N#Cc1c(N)oc(-c2ccco2)c1-c1ccco1	10%	-27%	-9	135	9	135	-12	83	95
COc1ccccc1OCc1ccc(C(=O)NCc2cccnc2)o1	-7%	-12%	-10	163	10	163	7	103	97
O=C(CCC(=O)N1CCN(c2ccccn2)CC1)Nc1nnc(C2CCCCC2)s1	-44%	10%	/	/	/	/	-11	95	106
COc1ccc(Nc2nnc(C)c3ccccc23)cc1C(N)=O	15%	0%	-1	127	1	127	4	81	77
O=C(Nc1ccc(S(=O)(=O)N2CCOCC2)cc1)C1COc2ccccc2O1 (stereo not drawn)	10%	-5%	3	133	-3	133	1	102	101

Rewritten with two lines to a compound: entries from further up
Values in the order – PLAP inhibition | Bcl-B TR3 displacers | NFkB transloc pot | NFkB transloc pot cell count 2 µM | IL1B NFkB inh | IL1B NFkB inh cell count 2 µM | MRP reversal | MRP reversal cytotoxicity | MRP reversal with doxorubicin
- Cn1c(SCC(=O)c2ccccc2)nnc1-c1ccc(O)cc1
    0% | 5% | 9 | 188 | -9 | 188 | -24 | 71 | 96
- CCOC(=O)/C=C(\C)Nc1cc(C)nn1-c1ccccc1
    13% | 4% | / | / | / | / | 14 | 101 | 87
- Cc1cc(C=C2C(=O)c3ccccc3C2=O)c(C)n1-c1ccccc1
    16% | 0% | -5 | 114 | 5 | 114 | / | / | /
- Cc1ccc(S(=O)(=O)c2cc3c(=O)n4ccccc4nc3n(Cc3ccco3)c2=N)cc1
    -46% | 18% | 1 | 157 | -1 | 157 | -14 | 73 | 88
- CNC(=O)CC(=O)Nc1ccccc1C(=O)O
    3% | -10% | 7 | 148 | -7 | 148 | -2 | 93 | 96
- Cc1cc(=O)oc(C)c1C(=O)N1CCCc2ccccc21
    5% | -8% | 12 | 161 | -12 | 161 | 16 | 99 | 83
- COCCCNC(=O)CC(NS(=O)(=O)c1ccc(C)cc1)c1ccco1 (stereo not drawn)
    -8% | -2% | -8 | 96 | 8 | 96 | -20 | 85 | 105
- CC1CCC(NC(=O)c2cc3c(=O)n(C)c4ccccc4c3n2C)CC1 (stereo not drawn)
    -40% | -14% | -2 | 40 | 2 | 40 | 1 | 29 | 28
- NC(=O)C1(S(=O)(=O)c2ccccc2)CCCCC1
    -15% | -5% | 5 | 139 | -5 | 139 | 11 | 90 | 80
- CC(C)CSc1nc(N2CCOCC2)c2c(c1C#N)CC(C)(C)SC2
    -22% | -11% | 3 | 137 | -3 | 137 | 4 | 64 | 60
- N#Cc1c(N)oc(-c2ccco2)c1-c1ccco1
    10% | -27% | -9 | 135 | 9 | 135 | -12 | 83 | 95
- COc1ccccc1OCc1ccc(C(=O)NCc2cccnc2)o1
    -7% | -12% | -10 | 163 | 10 | 163 | 7 | 103 | 97

(listing goes on)
SMILES	PLAP inhibition	Bcl-B TR3 displacers	NFkB transloc pot	NFkB transloc pot cell count 2 µM	IL1B NFkB inh	IL1B NFkB inh cell count 2 µM	MRP reversal	MRP reversal cytotoxicity	MRP reversal with doxorubicin
CC(C)(C)c1nc(SCC(=O)Nc2ccc3c(c2)OCCO3)c2ccccc2n1	13%	-7%	6	144	-6	144	/	/	/
CCCNC(=O)NC(=O)CSc1nnc(-c2ccncc2)n1CC	-44%	19%	?	/	-84	180	-18	75	93
Cc1cc(N)ccc1N1CCCC1	-15%	0.96µM*	-14	133	14	133	/	/	/
O=S(=O)(c1ccc2oc3ccccc3c2c1)N1CCOCC1	-6%	4%	19	201	-19	201	11	84	74
O=C(c1ccccc1)c1ccc(N2CCOCC2)c(NC(=O)c2ccco2)c1	/	/	22	145	-22	145	-6	64	69
CCNc1nc(SC(C)C(=O)Nc2ccccc2)nc(N2CCOCC2)n1 (stereo not drawn)	-12%	-5%	26	155	-26	155	-4	85	89
Cc1cc(C)n2ncc(C(=O)NCc3cccnc3)c2n1	14%	-4%	-11	83	11	83	14	95	81
COc1cc(C(=O)Nc2ccc3c(c2)C(=O)N(CCC(=O)O)C3=O)cc(OC)c1OC	/	/	-2	102	2	102	5	107	103
Cc1ccc(/C=N/NC(=O)c2c[nH]c3ccccc23)s1	10%	8%	-12	116	12	116	/	/	/
COC(=O)c1ccc(N2C(=O)CC(N3CCOCC3)C2=O)cc1 (stereo not drawn)	5%	-5%	-20	157	20	157	18	97	78

Two neighbouring entries out of the list so far:
SMILES	PLAP inhibition	Bcl-B TR3 displacers	NFkB transloc pot	NFkB transloc pot cell count 2 µM	IL1B NFkB inh	IL1B NFkB inh cell count 2 µM	MRP reversal	MRP reversal cytotoxicity	MRP reversal with doxorubicin
Cc1ccc(/C=N/NC(=O)c2c[nH]c3ccccc23)s1	10%	8%	-12	116	12	116	/	/	/
COC(=O)c1ccc(N2C(=O)CC(N3CCOCC3)C2=O)cc1 (stereo not drawn)	5%	-5%	-20	157	20	157	18	97	78

(cont.)
SMILES	PLAP inhibition	Bcl-B TR3 displacers	NFkB transloc pot	NFkB transloc pot cell count 2 µM	IL1B NFkB inh	IL1B NFkB inh cell count 2 µM	MRP reversal	MRP reversal cytotoxicity	MRP reversal with doxorubicin
COc1cc(C(=O)NCCN2CCCC2)cc(OC)c1OC	/	/	13	116	-13	116	18	100	81
O=C1CC(Sc2ncccn2)C(=O)N1c1ccccc1 (stereo not drawn)	6%	2%	-4	67	4	67	-3	96	99
O=C(NC(NCCCN1CCOCC1)(C(F)(F)F)C(F)(F)F)C1CCCCC1	-2%	-4%	-4	112	4	112	5	96	90
Nc1ccc(-c2nc3ccc(N)cc3o2)cc1	13%	-13%	7	161	-7	161	-4	81	84
CCn1c(=O)cc(C(=O)OC)sc1=Nc1ccc(F)c(F)c1	-22%	-1%	-1	170	1	170	0	1	1
Cn1c(C(=O)NCCN2CCc3ccccc3C2)cc2c(=O)[nH]c3ccccc3c21	-44%	6%	5	98	-5	98	-4	62	65
COc1ccc2cc(C(=O)Nc3ccc(F)cc3)sc(=O)c2c1OC	6%	10%	7	163	-7	163	/	/	/
CC1(C)CN2C(=S)N(c3ccccc3)C(c3ccccc3)N2C1 (stereo not drawn)	-12%	-2%	/	/	/	/	5	85	81
Cc1cc(NC(=O)CSc2nc3ccsc3c(=O)n2CCCCC(=O)O)no1	-6%	-7%	-13	103	15	103	12	110	98
